PfGluPho inh – PfG6PD enzyme inhibitors, primary screen, biochemical, fluorescence intensity, uHTS; glucose-6-phosphate dehydrogenase-6-phosphogluconolactonase (Plasmodium falciparum 3D7); PfGluPho enzyme, NADPH resazurin-diaphorase fluorescence; inhibition, % at 20 µM; 350,000 tested, 0.78% active;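 active means inhibition reaching at least a set limit at 20 µM in the primary screen, cut at about 59% in these data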;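 further: 0% = DMSO wells with substrate and 100% = DMSO wells lacking glucose-6-phosphate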
hIAP activ – human IAP activators, primary screen, biochemical, luminescence, uHTS; Intestinal-type alkaline phosphatase (Homo sapiens), P09923; purified human IAP, CDP-Star luminescence, 30 min; active compounds read high; 1 = vehicle-only enzyme, 0 = enzyme-free background; activation factor at 10 µM; 330,000 tested, 0.16% active; AID 2524, 2010;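 active means activation factor of the enzyme at least 2-fold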; further: the source names both 10 and 20 µM as test concentration; values of inactives mirror those of a sister screen read the other way
ATG4B inh – ATG4B protease inhibitors, primary screen, biochemical, fluorescence, uHTS | inhibition, % at 8.33 µM | Cysteine protease ATG4B (Homo sapiens), Q9Y4P1 | ATG4B cleavage of LC3-PLA2, NBD-HPC fluorescence, 1 h | 340,000 tested, 0.51% active | AID 504462, 2011; in the data active means inhibition above about 40%
mIAP act – activators of mouse IAP, primary screen, biochemical, luminescence, uHTS | 330,000 tested, 0.24% active | intestinal alkaline phosphatase [Mus musculus] | activation factor at 10 µM | muIAP, CDP-Star luminescence, 30 min; active compounds read high; 1 = vehicle-only enzyme signal, 0 = enzyme-free wells;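 active means activation factor of at least 2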; further: the source names both 10 and 20 µM as test concentration; values of inactives mirror those of a sister screen read the other way
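System: Mouse IAP enzyme | Also added: CDP-Star substrate | Dosing: Compounds dispensed in DMSO | Schedule: 30 min enzyme-substrate-compound incubation at room temperature | Technique: Chemiluminescence readout | Control set: DMSO-only wells and no-enzyme negative control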
mIAP block – inhibitors of mouse IAP, primary screen, biochemical, luminescence, uHTS; 330,000 tested, 0.2% active; AID 2806, 2010; inhibition, % at 10 µM; purified mouse IAP, CDP-Star luminescence, 30 min;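 active means inhibition of at least 40% at 10 µM in the primary screen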;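 further: plate controls were DMSO with enzyme for no effect and no enzyme wells for full effect; values of inactives mirror those of a sister screen read the other way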
A3A deaminase – APOBEC3A ssDNA deaminase inhibitors, primary screen, selectivity assay for APOBEC3G inhibitor project, biochemical, FAM/TAMRA oligo cleavage fluorescence. DNA dC->dU-editing enzyme APOBEC-3A (Homo sapiens), P31941. recombinant A3A, FAM/TAMRA ssDNA deamination fluorescence. inhibition, % at 20 µM. 330,000 tested, 0.41% active;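 active means at least 40% inhibition at 20 µM here, with at most 30% in a related deaminase screen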;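 further: plate controls were A3A with DMSO for no effect and wells lacking A3A enzyme for full effect; some results filed as inactive read as strong as hits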
hIAP inh – human IAP inhibitors, primary screen, biochemical, luminescence, uHTS | inhibition, % at 10 µM | purified IAP, CDP-Star luminescence, 30 min | Intestinal-type alkaline phosphatase (Homo sapiens), P09923 | AID 2544, 2010 | 330,000 tested, 0.12% active;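 active means inhibition reaching a set limit with compound at 10 µM in the primary screen, cut at about 35% in these data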;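 further: plate controls were DMSO wells with enzyme for no effect and no-enzyme buffer wells for full effect; values of inactives mirror those of a sister screen read the other way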
HKDC1 inhibitor – HKDC1 hexokinase inhibitors, primary screen, biochemical, fluorescence, uHTS; Q2TB90; recombinant HKDC1, G6PDH/diaphorase resazurin coupled fluorescence; inhibition, % at 20 µM; 340,000 tested, 0.16% active;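 active means inhibition above about 35% when tested at 20 µM, limit read from the data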;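 further: plate controls were DMSO wells with enzyme for no effect and DMSO wells lacking enzyme for full effect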
Target sequence (Q2TB90 whole entry, looked up): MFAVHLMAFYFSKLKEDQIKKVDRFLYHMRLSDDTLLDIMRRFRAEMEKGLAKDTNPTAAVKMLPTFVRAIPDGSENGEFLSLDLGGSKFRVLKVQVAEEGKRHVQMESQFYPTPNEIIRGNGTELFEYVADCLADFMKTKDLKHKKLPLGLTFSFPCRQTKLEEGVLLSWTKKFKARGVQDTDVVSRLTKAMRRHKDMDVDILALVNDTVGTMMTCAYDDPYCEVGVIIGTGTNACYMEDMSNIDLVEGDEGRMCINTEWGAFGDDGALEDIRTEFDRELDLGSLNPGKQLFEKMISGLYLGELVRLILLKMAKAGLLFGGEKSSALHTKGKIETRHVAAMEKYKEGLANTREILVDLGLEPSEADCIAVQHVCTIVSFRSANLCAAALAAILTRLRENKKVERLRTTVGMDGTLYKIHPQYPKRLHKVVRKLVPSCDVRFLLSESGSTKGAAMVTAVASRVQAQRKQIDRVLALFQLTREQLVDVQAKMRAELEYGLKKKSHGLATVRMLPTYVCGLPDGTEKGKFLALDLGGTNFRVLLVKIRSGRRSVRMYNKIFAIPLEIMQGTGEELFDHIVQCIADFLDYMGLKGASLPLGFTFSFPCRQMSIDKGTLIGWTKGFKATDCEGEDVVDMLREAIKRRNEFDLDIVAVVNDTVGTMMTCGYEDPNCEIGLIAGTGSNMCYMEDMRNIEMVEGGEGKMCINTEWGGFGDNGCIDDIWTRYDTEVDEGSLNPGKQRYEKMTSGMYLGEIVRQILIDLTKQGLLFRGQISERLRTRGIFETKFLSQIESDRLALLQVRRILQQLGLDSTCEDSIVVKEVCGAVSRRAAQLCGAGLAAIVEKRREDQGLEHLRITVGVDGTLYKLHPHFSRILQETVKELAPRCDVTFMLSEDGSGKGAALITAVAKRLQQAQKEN
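Material: recombinant HKDC1 hexokinase; Amount: HKDC1 at 5 µg/mL; Medium: Tris pH 8.0 buffer with MgCl2, Tween-20, BSA, BME; Schedule: 90 min reaction incubation at room temperature, dark; Technique: coupled resazurin fluorescence, excitation 525 nm, emission 613 nm.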
Numbers without * were called inactive.

`CC1CCN(C(=O)CCCC(=O)N2CCC(C)CC2)CC1` gave PfGluPho inh -5, hIAP activ 1, ATG4B inh 4, mIAP act 0.93, mIAP block 7, A3A deaminase -3, hIAP inh -3 and HKDC1 inhibitor -7.
Screening CN1C(=O)c2oc3ccccc3c(=O)c2C1c1cccnc1 (stereo not given) returned PfGluPho inh -45, hIAP activ 1.1, ATG4B inh -4, mIAP act 1, mIAP block -3, A3A deaminase 4, hIAP inh -10 and HKDC1 inhibitor -8.
For O=C(N/N=C/c1cccs1)c1cccc2cc[nH]c12 the results were PfGluPho inh 18, hIAP activ 1.7, ATG4B inh -13, mIAP act 0.92, mIAP block 8, A3A deaminase 2, hIAP inh -71 and HKDC1 inhibitor 0.
For O=C(/C=C/c1cccs1)c1cc(Br)ccc1OC(=O)N1CCOCC1 the results were PfGluPho inh 3, hIAP activ 1.1, ATG4B inh -2, mIAP act 1, mIAP block -4, A3A deaminase -4, hIAP inh -7 and HKDC1 inhibitor 8.
For C1CCC(Nc2nc3nonc3nc2N2CCSCC2)C1 the results were PfGluPho inh -13, hIAP activ 0.63, ATG4B inh 1, mIAP act 1, mIAP block -3, A3A deaminase -3, hIAP inh 37* and HKDC1 inhibitor -6.
`CN(C)S(=O)(=O)c1ccc(N2CCCC2)c(C(=O)Nc2nc(-c3ccc(F)c(F)c3)cs2)c1` gave PfGluPho inh -15, hIAP activ 0.92, ATG4B inh 5, mIAP act 0.9, mIAP block 10, A3A deaminase -5, hIAP inh 8 and HKDC1 inhibitor -12.
Screening O=C(O)CCC(=O)Nc1ccc(-c2nnc(-c3ccco3)o2)cc1 returned PfGluPho inh -17, hIAP activ 0.98, ATG4B inh 1, mIAP act 1.1, mIAP block -8, A3A deaminase -2, hIAP inh 2 and HKDC1 inhibitor 8.
CCCOc1ccc(-c2c(C(=O)N/N=C(\C)c3ccncc3)nnn2-c2nonc2N)cc1 was read as PfGluPho inh 6, hIAP activ 0.77, ATG4B inh -3, mIAP act 0.94, mIAP block 6, A3A deaminase -3, hIAP inh 23 and HKDC1 inhibitor -5.
For CN(C)NC(=S)NC1(C)CCS(=O)(=O)C1 (stereo not given) the results were PfGluPho inh 6, hIAP activ 1, ATG4B inh -5, mIAP act 1, mIAP block -1, A3A deaminase -4, hIAP inh -3 and HKDC1 inhibitor 0.
`Cc1ccc(Cl)cc1N1CCN(C(=O)C2CCN(S(C)(=O)=O)CC2)CC1` gave PfGluPho inh -10, hIAP activ 1, ATG4B inh -1, mIAP act 1, mIAP block 0, A3A deaminase 0, hIAP inh -5 and HKDC1 inhibitor 8.
`O=C(CSc1nc2ccccc2o1)N1CCCC1` gave PfGluPho inh -12, hIAP activ 1.1, ATG4B inh -10, mIAP act 0.94, mIAP block 6, A3A deaminase -18, hIAP inh -8 and HKDC1 inhibitor -10.
Cc1ccc2nc(SCCCCOc3ccccc3)[nH]c2c1 was read as PfGluPho inh 27, hIAP activ 1.2, ATG4B inh 20, mIAP act 1.1, mIAP block -15, A3A deaminase -2, hIAP inh -21 and HKDC1 inhibitor 1.
For c1nc2sc3c(c2c2nnnn12)CCCC3 the results were PfGluPho inh -7, hIAP activ 0.92, ATG4B inh 3, mIAP act 0.9, mIAP block 10, A3A deaminase 0, hIAP inh 8 and HKDC1 inhibitor -6.
COc1ccccc1C(=O)CN1C(=O)NC2(CCc3ccccc32)C1=O (stereo not given) was read as PfGluPho inh 4, hIAP activ 1.1, ATG4B inh 0, mIAP act 0.98, mIAP block 2, A3A deaminase 1, hIAP inh -10 and HKDC1 inhibitor -5.
For Cc1ccc(-n2nnnc2SCC(=O)NCC2(N3CCCCC3)CCCCC2)c(C)c1 the results were PfGluPho inh 1, hIAP activ 0.92, ATG4B inh -37, mIAP act 1.1, mIAP block -10, A3A deaminase -2, hIAP inh 8 and HKDC1 inhibitor 1.
CCS(=O)(=O)N(CC(=O)Nc1cccc2ccccc12)c1ccc(OC)cc1 was read as PfGluPho inh 19, hIAP activ 1, ATG4B inh -4, mIAP act 1.1, mIAP block -7, A3A deaminase 2, hIAP inh 0 and HKDC1 inhibitor -1.
`CCOc1ccc(S(=O)(=O)Nc2ccc(C(=O)N3CCC3)cc2)cc1` gave PfGluPho inh -7, hIAP activ 1, ATG4B inh -2, mIAP act 0.96, mIAP block 4, A3A deaminase -1, hIAP inh -4 and HKDC1 inhibitor -5.
COc1ccc2nc(C)cc(Nc3cccc(C(=O)O)c3)c2c1 was read as PfGluPho inh -6, hIAP activ 1.2, ATG4B inh -4, mIAP act 1, mIAP block -4, A3A deaminase -4, hIAP inh -22 and HKDC1 inhibitor -3.
`COc1ccc(/C(C)=N\NS(C)(=O)=O)c(OC)c1` gave PfGluPho inh -19, hIAP activ 0.96, ATG4B inh 4, mIAP act 1.1, mIAP block -10, A3A deaminase 1, hIAP inh 4 and HKDC1 inhibitor -10.
Screening O=C(CN(Cc1ccco1)C(=O)CNS(=O)(=O)c1ccc(Cl)cc1)NCc1ccco1 returned PfGluPho inh -5, hIAP activ 1, ATG4B inh 7, mIAP act 1, mIAP block -1, A3A deaminase 0, hIAP inh -1 and HKDC1 inhibitor 3.
`Cc1cc(NC(=O)COC(=O)C2CC(=O)N(c3ccc(Br)cc3)C2)no1` (stereo not given) gave PfGluPho inh 8, hIAP activ 0.97, ATG4B inh -3, mIAP act 1, mIAP block -3, A3A deaminase -3, hIAP inh 3 and HKDC1 inhibitor -4.
Screening O=C(O)c1ccccc1-c1csc(-c2ccccc2)n1 returned PfGluPho inh -8, hIAP activ 0.95, ATG4B inh 0, mIAP act 0.89, mIAP block 11, A3A deaminase 0, hIAP inh 4 and HKDC1 inhibitor -9.
NC(=O)CC(NC(=O)c1ccccc1)c1ccc(N2CCCCCC2)c([N+](=O)[O-])c1 (stereo not given) was read as PfGluPho inh 17, hIAP activ 0.97, ATG4B inh -12, mIAP act 0.85, mIAP block 15, A3A deaminase 3, hIAP inh 2 and HKDC1 inhibitor -2.
`Cc1ccccc1NS(=O)(=O)c1nnc(NC(=O)c2ccc(Br)cc2)s1` gave PfGluPho inh -62, hIAP activ 0.88, ATG4B inh 4, mIAP act 0.96, mIAP block 4, A3A deaminase -2, hIAP inh 12 and HKDC1 inhibitor 7.
COc1ccc(S(=O)(=O)Nc2cc3c4c(c2)CCN4C(=O)CC3)cc1 was read as PfGluPho inh -9, hIAP activ 0.96, ATG4B inh -9, mIAP act 1, mIAP block 0, A3A deaminase 0, hIAP inh 4 and HKDC1 inhibitor -7.
COc1ccc(NC(=O)/C=C/c2c(Cl)nc3ccccn23)cc1 was read as PfGluPho inh 15, hIAP activ 1.1, ATG4B inh -22, mIAP act 0.93, mIAP block 8, A3A deaminase -1, hIAP inh -10 and HKDC1 inhibitor -9.
`CC(=O)N1N=C(c2ccc(C)cc2)OC1c1ccc(C)cc1` (stereo not given) gave PfGluPho inh 0, hIAP activ 1.1, ATG4B inh -7, mIAP act 0.93, mIAP block 7, A3A deaminase -3, hIAP inh -5 and HKDC1 inhibitor -8.
O=C(c1ccc(Br)o1)N(Cc1ccccc1)Cc1ccccc1 was read as PfGluPho inh 0, hIAP activ 0.89, ATG4B inh 23, mIAP act 0.9, mIAP block 10, A3A deaminase -1, hIAP inh 11 and HKDC1 inhibitor 0.
`CCOC(=O)C1=C(C)N(C[C@@H]2CC[C@@H](Cc3ccc(-c4ccccc4)cc3)O2)C(=O)NC1c1ccc(SCc2ccco2)c([N+](=O)[O-])c1` (stereo not given in full) gave PfGluPho inh 19, ATG4B inh 2, mIAP act 0.87, mIAP block 13, A3A deaminase 6 and HKDC1 inhibitor 7.
CCCn1c(N)c(N(CCOC)C(=O)c2cc(-c3ccco3)nc3ccccc23)c(=O)[nH]c1=O was read as PfGluPho inh 14, hIAP activ 1.1, ATG4B inh -5, mIAP act 0.98, mIAP block 2, A3A deaminase 11, hIAP inh -5 and HKDC1 inhibitor 0.
For CCCCN1Cc2c(nc3cc(-c4ccccc4)[nH]n3c2=O)C1=O the results were PfGluPho inh -28, hIAP activ 1.2, ATG4B inh -2, mIAP act 0.93, mIAP block 7, A3A deaminase -2, hIAP inh -23 and HKDC1 inhibitor -3.
For CN1CCN(c2nc(Nc3cccc(C(F)(F)F)c3)nc(N3CCOCC3)n2)CC1 the results were PfGluPho inh 16, hIAP activ 1, ATG4B inh -7, mIAP act 1.1, mIAP block -9, A3A deaminase -6, hIAP inh 0 and HKDC1 inhibitor -8.
O=C(Cn1cc(C(=O)c2ccco2)c2ccccc21)NC1CCCC1 was read as PfGluPho inh 1, hIAP activ 0.94, ATG4B inh -8, mIAP act 1, mIAP block -1, A3A deaminase -1, hIAP inh 6 and HKDC1 inhibitor -3.
`Cc1cccc(NC(=O)C2Cc3ccccc3CN2C(=O)OCc2ccccc2)c1C` (stereo not given) gave PfGluPho inh -1, hIAP activ 1.1, ATG4B inh 7, mIAP act 1.3, mIAP block -29, A3A deaminase -2, hIAP inh -12 and HKDC1 inhibitor 5.
`CC1CCCC(C)N1CCNC(=O)Cn1nc(-c2ccccc2)ccc1=O` (stereo not given) gave PfGluPho inh -2, hIAP activ 1.1, ATG4B inh -1, mIAP act 1, mIAP block -3, A3A deaminase -2, hIAP inh -5 and HKDC1 inhibitor -13.
`O=[N+]([O-])c1ccccc1/C=C/CN1CCN(Cc2ccc3c(c2)OCO3)CC1` gave PfGluPho inh -12, hIAP activ 1.3, ATG4B inh 4, mIAP act 0.99, mIAP block 1, A3A deaminase -3, hIAP inh -26 and HKDC1 inhibitor -7.
Screening Cc1csc(SCCn2c(N3CCOCC3)nc3c2c(=O)[nH]c(=O)n3C)n1 returned PfGluPho inh 5, hIAP activ 0.9, ATG4B inh -4, mIAP act 1.2, mIAP block -17, A3A deaminase -3, hIAP inh 10 and HKDC1 inhibitor -4.
`CCN(CC)c1nc2c(s1)C(=O)CC(C)(C)C2` gave PfGluPho inh -8, hIAP activ 1.1, ATG4B inh -14, mIAP act 1.1, mIAP block -8, A3A deaminase -5, hIAP inh -6 and HKDC1 inhibitor -9.
O=C(COC(=O)Cc1ccc(S(=O)(=O)N2CCCCC2)s1)Nc1ccc2c(c1)OCO2 was read as PfGluPho inh 8, hIAP activ 0.95, ATG4B inh -4, mIAP act 0.94, mIAP block 6, A3A deaminase 0, hIAP inh 5 and HKDC1 inhibitor 1.
C=CCn1c(O)c(N=NC(=O)c2cccnc2)c2cc(Br)ccc21 was read as PfGluPho inh -1, hIAP activ 0.95, ATG4B inh -13, mIAP act 1, mIAP block -2, A3A deaminase 3, hIAP inh 5 and HKDC1 inhibitor 0.

High-throughput results deposited in PubChem by Sanford-Burnham Center for Chemical Genomics.
